Screening data as filed in PubChem BioAssay.
GALK inh: blocks human galactokinase activity; P51570; Purified GALK, Kinase-Glo residual ATP luminescence; Potency, µM (top dose mostly 57.5 µM), inactives show at the highest dose activity change, negative = inhibition, hits mostly inhibitors; 270,000 tested, 0.007% active; note: potency is the fitted concentration of half-maximal effect; % is set by controls: 0 for no effect and ±100 for the full control effect
Target sequence (P51570 whole entry, looked up): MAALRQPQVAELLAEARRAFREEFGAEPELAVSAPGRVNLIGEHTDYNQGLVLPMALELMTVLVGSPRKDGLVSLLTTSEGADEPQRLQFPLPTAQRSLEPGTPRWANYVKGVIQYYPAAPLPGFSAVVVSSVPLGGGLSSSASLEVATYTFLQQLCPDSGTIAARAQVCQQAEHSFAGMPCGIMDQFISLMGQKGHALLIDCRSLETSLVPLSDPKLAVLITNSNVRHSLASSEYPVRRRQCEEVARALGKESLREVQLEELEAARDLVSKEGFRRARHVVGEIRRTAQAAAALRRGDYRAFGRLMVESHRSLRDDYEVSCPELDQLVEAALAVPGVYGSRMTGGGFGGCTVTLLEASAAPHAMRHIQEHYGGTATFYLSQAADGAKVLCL
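Human GALK (5 nM) with 35 uM ATP and 100 uM galactose in 20 mM HEPES pH 8.0, 5 mM MgCl2, 60 mM NaCl, 1 mM DTT, 0.01% BSA. After 1 h at room temperature, leftover ATP was read by Kinase-Glo Plus luminescence.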
Giardia killer: Giardia lamblia killing; Giardia lamblia trophozoite viability; activity change, % at 7.66 µM, hits read low; 340,000 tested, 0.15% active; AID 540267; in the data active = activity change below about -80%; inconclusive = between about -30% and that limit;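 note: parasites exposed to compound for two days anaerobically before the ATP read; % is set by controls: 0 for no effect and ±100 for the full control effect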
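Trophozoite viability was measured as ATP-dependent luminescence, read 15-30 min after reagent addition. Before that, parasites at 100 cells/well were exposed to compounds for 48 h, anaerobically, at 37 deg C.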
CXXC DNA block: inhibitors of human MLL CXXC domain-DNA interaction; Q03164; 290,000 tested, 0.037% active; Potency, µM (series often up to 115 µM), for the others: at the highest dose activity change, negative = inhibition, most hits filed as inhibitors; MLL-CXXC / FITC-HOXA9 DNA fluorescence polarization; active = well fitted inhibition curve with a large enough effect in the polarisation, with a control signal flat, not every such curve was filed as active; inconclusive = small, poorly fitted or top-dose-only effect, or effect the other way, or a change in a side signal; inactive = no such curve, though single readings can be large or run the other way; the % refers to the polarisation; note: potency is the fitted concentration of half-maximal effect
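Purified MLL-CXXC (added from a 7 uM solution) was preincubated 5 min at ambient with pinned compounds in 50 mM Tris-HCl pH 7.5, 50 mM NaCl, 1 mM DTT, 0.05% BSA. Fluorescein-labeled HOX-A9 DNA (50 nM solution) followed, 30 min, then polarization read.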
PKM2 activator: activators of human pyruvate kinase M2 | purified PKM2, Kinase-Glo ATP luminescence, activation; response scale: 0% is enzyme alone, no compound | Potency, µM (top dose mostly 57.5 µM), for inactives: at the top dose activation, hits mostly activators | 260,000 tested, 0.34% active; note: potency is the fitted concentration of half-maximal effect; % is set by controls: 0 for no effect and ±100 for the full control effect; nearly all actives have a fitted effect of over 55% in size
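Purified hPK-M2 (>95% pure) converted ADP (0.1 mM final) to ATP with 0.5 mM PEP in 50 mM imidazole pH7.2, KCl, MgCl2, Tween 20, BSA; 1 h at room temperature. ATP detected by Kinase-Glo luminescence.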
FBPA coupling cs: counter-screen for Giardia aldolase inhibitors: coupling enzyme system | coupling enzyme system counterscreen, AmpLite Red fluorescence | activity change, negative = inhibition, % at 58.2 µM, hits read low | 290,000 tested, 0.67% active; in the data active = activity change below about -30%; note: % is set by controls: 0 for no effect and ±100 for the full control effect
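First, compound is pin-transferred into glyceraldehyde-3-phosphate coupling-enzyme reagent at 57.5 uM final and held 10 min at RT. Next, substrate, coupling system and AmpLite Red are added. After 20 min RT, fluorescence (525/598 nm) is read.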
B2AR arrestin: beta2AR (human) beta-arrestin recruitment activity. beta-arrestin recruitment to beta2AR, cell-based reporter. 330,000 tested, 0.02% active. Potency, µM (doses to about 46.1 µM), for inactives: at the highest dose activation, hits mostly activators. P07550;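 note: potency is the fitted concentration of half-maximal effect; 0% = DMSO controls and full agonism = EC100 isoproterenol or metaproterenol; nearly all actives have a fitted effect of over 65% in size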
KCNH2 WT inh: inhibitors of human wildtype KCNH2 potassium channel | 340,000 tested, 0.37% active | U2OS, BacMam KCNH2, thallium flux FluxOr; stronger effect = lower value | activity change, % at 1.84 µM;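 active = maximum activity change below -70%; inconclusive = maximum activity change between -70% and -50%; inactive = maximum activity change above -50%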; note: % is set by controls: 0 for no effect and ±100 for the full control effect
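U2OS cells were transduced with wild-type KCNH2 virus (2.03 x 10^8 / mL) for 4 h at room temperature, then cultured overnight at 37 C. Thallium flux was read with FluxOr dye. Rate constants were normalized to DMSO controls.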
KCNH2 3.1 inh: KCNH2 3.1 (human) potassium channel inhibition; activity change, % (tested at about 1.8 µM); U2OS KCNH2 3.1, thallium flux FluxOr; stronger effect = lower value; 340,000 tested, 0.95% active;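 active = maximum activity change below -70%; inconclusive = maximum activity change from -70% to -50%; inactive = maximum activity change above -50%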;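 note: thallium influx rate constant from kinetic fluorescence after stimulation buffer; % is set by controls: 0 for no effect and ±100 for the full control effect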
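Normalized rate constant (relative to positive and negative DMSO controls) derived from a 2 min kinetic fluorescence read after stimulation; U2OS cells expressing the 3.1 isoform via virus at 1.77 x 10^8 /mL.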
Menin MLL FP TR: menin-MLL binding inhibition, Texas Red mutant peptide | O00255 | Menin + Texas Red MLL mutant peptide, fluorescence polarization | Potency, µM (series often up to 61.6 µM), for the others: top-dose FP activity change, negative = inhibition, hits mostly inhibitors | 270,000 tested, 0.23% active; active = well fitted inhibition curve with a large enough effect in the polarisation, with a control signal flat, not every such curve was filed as active; inconclusive = small, poorly fitted or top-dose-only effect, or effect the other way, or a change in a side signal; inactive = no such curve, though single readings can be large or run the other way; the % refers to the polarisation; note: potency is the fitted concentration of half-maximal effect; % of control where 0% means no effect; many of its hits are not listed in these tables
USP2a inh: inhibitors of human ubiquitin-specific protease USP2a. 330,000 tested, 0.01% active. USP2 core, Ub-CHOP2 coupled fluorogenic reporter, 485/531. Potency, µM (doses to about 38.3 µM), for inactives: at the highest dose activity change, negative = inhibition, hits mostly inhibitors;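 note: potency is the fitted concentration of half-maximal effect; plate controls were DMSO wells for no effect and full inhibition by NEM control for full effect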
Target sequence (O75604 whole entry, looked up): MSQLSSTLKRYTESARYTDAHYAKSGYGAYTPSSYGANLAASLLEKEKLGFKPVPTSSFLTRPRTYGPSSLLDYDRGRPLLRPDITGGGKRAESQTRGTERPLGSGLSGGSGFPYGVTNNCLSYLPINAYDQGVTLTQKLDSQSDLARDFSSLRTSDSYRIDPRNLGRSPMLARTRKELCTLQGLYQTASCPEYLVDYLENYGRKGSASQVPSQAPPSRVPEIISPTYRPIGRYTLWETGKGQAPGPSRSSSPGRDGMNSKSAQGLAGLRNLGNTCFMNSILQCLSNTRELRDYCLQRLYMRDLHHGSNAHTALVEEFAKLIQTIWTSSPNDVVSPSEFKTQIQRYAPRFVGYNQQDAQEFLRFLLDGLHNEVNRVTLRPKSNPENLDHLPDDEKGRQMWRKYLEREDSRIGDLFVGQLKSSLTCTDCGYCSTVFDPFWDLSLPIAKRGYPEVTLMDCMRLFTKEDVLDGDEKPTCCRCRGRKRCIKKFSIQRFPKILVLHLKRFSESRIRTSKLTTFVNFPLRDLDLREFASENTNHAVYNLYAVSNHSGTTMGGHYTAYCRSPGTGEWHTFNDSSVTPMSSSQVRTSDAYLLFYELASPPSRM
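Deubiquitinase activity read as fluorescence (485/531 nm) after Ub-CHOP2 cleavage activates the enterokinase reporter on its substrate; USP2 core 10nM, Ub-CHOP2 and substrate 25nM each, 30min compound preincubation then 60min RT; data normalized to NEM, curves fitted.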
TRPV1 agonist: human TRPV1 agonism | TRPV1-expressing cells, Fluo-8 calcium influx, agonist mode | activation, % at 8.33 µM | 320,000 tested, 0.19% active; in the data active = activation above about 80%; inconclusive = between about 30% and that limit; note: 0% is about no effect
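Fluo-8 calcium influx in TRPV1-expressing cells, kinetic read (ex 480/em 520 nm). Compound added and read 3 min for agonist activity, followed by capsaicin at EC20 final and 2 min further read for enhancement.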
* hit, by the source's call; i = inactive; ? = inconclusive; / = no result given; [ ] = another dose, or the depositor's remark. Unless noted, calls come from the whole dose curve; as a rule, active = well fitted curve in the direction sought with a large enough effect; inconclusive = small, poorly fitted or top-dose-only effect, or another doubt; inactive = no such curve, though single readings can be large; an effect the other way counts as inactive or inconclusive.

SMILES	GALK inh	Giardia killer	CXXC DNA block	PKM2 activator	FBPA coupling cs	B2AR arrestin	KCNH2 WT inh	KCNH2 3.1 inh	Menin MLL FP TR	USP2a inh	TRPV1 agonist
N#CCSc1ccccc1NC(=O)COC(=O)CCNC(=O)c1ccc([N+](=O)[O-])cc1	/	-30	/	/	/	-0.3%	26	-10	/	5%	-1
C=CCOC(=O)Cn1cnc2c(sc3nc(C)cc(C)c32)c1=O	-2%	-12	-11%	/	1	4.2%	6	-5	-34%	4%	-5
CN1CCN(NS(=O)(=O)c2ccc(Cl)s2)CC1	2%	-21	6%	5%	0	0.5%	27	11	-18%	3%	0
O=C(NCc1cccnc1)c1ccc(COc2ccccc2Br)cc1	-4%	?	16%	15%	-4	-0.1%	i	-4	3%	2%	?
CCCC(=O)Nc1ccc(C(=O)NCc2ccccc2Cl)cc1	-2%	-3	2%	9%	1	0.1%	3	3	9%	1%	7
O=C(Nn1c(O)c(C=C2N=c3ccccc3=N2)sc1=S)c1cccc(Cl)c1	0%	-19	-20%	-4%	6	-0.6%	-9	-2	?	1%	1
CC(C)(C)SCCNS(=O)(=O)c1ccc(F)cc1	1%	3	-5%	-3%	1	0.1%	-9	1	11%	1%	1
Cc1c(CN2CCCC(C)C2)c(O)n(CCO)c(=O)c1C#N (stereo unspecified)	2%	-11	-1%	-2%	2	-0.1%	-10	4	0%	-1%	1
Cn1c(=O)c2sccc2n2c(CCCC(=O)NCc3ccc(F)cc3)nnc12	1%	-1	21%	0%	3	0.1%	5	-6	3%	-1%	2
CCC(OC(=O)c1nsc(Cl)c1Cl)C(=O)NC(C)(C)C (stereo unspecified)	-1%	-14	3%	1%	-1	-0.2%	-10	20	5%	2%	-3
CCc1ccccc1N(CC(=O)Nc1cccnc1)S(=O)(=O)c1ccccc1	7%	19	-10%	1%	/	0.3%	0	12	/	-2%	?
COc1ccc(-c2onc3ccc(Br)cc23)cc1	2%	-21	-2%	20%	-3	-1.0%	4	5	-16%	14%	16
CCOC(=O)c1cnc2c(ccc3ccccc32)c1Cl	-1%	-17	5%	-2%	1	0.3%	-1	16	-5%	-1%	-4
COC(=O)c1nc(-c2ccccc2)oc1N(C)C	2%	-7	-1%	3%	2	0.1%	12	16	15%	3%	-2
CS(=O)(=O)c1cccc(C(=O)Nc2ccccc2Cc2ccccc2)c1	5%	14	11%	-1%	0	-0.7%	-4	21	-18%	-2%	9
CCOC(=O)Cc1csc(NC(=S)NC(=O)c2ccc(Cl)cc2)n1	3%	-23	-6%	1%	4	-0.6%	-2	-12	?	-1%	9
O=C(CCn1cnc2ccccc2c1=O)Nc1cccc(Cl)c1Cl	3%	-2	-5%	-2%	3	-0.1%	-6	5	-11%	0%	3
CCN(c1ccccc1)S(=O)(=O)c1ccc(F)cc1	1%	-19	-1%	-3%	3	-0.1%	14	5	-6%	3%	23
CCC(=O)N1CCc2cc(S(=O)(=O)NCCC(=O)NCc3ccc(F)cc3)ccc21	-5%	1	1%	/	1	-0.2%	-1	21	5%	4%	0
COc1cccc(C(=O)NCC(=O)N/N=C/c2cccc(OC(=O)c3ccc([N+](=O)[O-])cc3)c2)c1	0%	-8	-6%	-4%	1	0.1%	0	-10	7%	3%	-2
Cc1ccc(OCC(=O)Nc2ccccc2Sc2ccc(Cl)cc2)c([N+](=O)[O-])n1	1%	-5	7%	3%	-30*	0.4%	12	-21	31%[activator]	4%	20
CCCOc1ccc(C(=O)c2ccccc2C(=O)OC2CCOC2=O)cc1OCCC (stereo unspecified)	/	10	/	/	/	-0.5%	4	-16	/	-2%	6
CCOC(=O)Cc1cc(C)[nH]c1C(=O)OCC	/	-3	-4%	-1%	1	-0.6%	-3	0	/	1%	-3
Cc1cc(=O)oc2c(C)c(OC(C)C(=O)NCCCn3ccnc3)ccc12 (stereo unspecified)	7%	-16	10%	/	1	-0.1%	-5	10	-18%	4%	0
CN(C)c1ccc(CNC(=O)CCc2ccc(S(=O)(=O)N3CCCCCC3)cc2)cc1	/	6	/	/	/	-0.3%	1	6	/	-1%	23
CCC(=O)c1cc2c(C)cc(=O)oc2c(C)c1OC(=O)C(C)C	3%	37[activator]	-5%	-23%	-3	-0.4%	14	-8	-11%	-3%	-4
COc1ccc(OC)c(-n2c(C)nc3cc(C(=O)O)ccc32)c1	1%	0	0%	-6%	0	-0.8%	-6	18	-13%	-5%	-3
NC(=O)CSc1nnc(-c2ccc(O)cc2)n1Cc1ccco1	-3%	1	4%	-7%	-1	0.2%	1	6	10%	-2%	-2
Cc1cc(C)n2nc(C(=O)Nc3ccc(S(=O)(=O)N(C)C)cc3)nc2n1	1%	-23	-6%	3%	1	-0.5%	10	3	/	-2%	1
Cc1c(CCC(C)C)c(=O)n2c([nH]c3ccccc32)c1C#N	-1%	-10	-7%	-1%	0	0.4%	-10	-8	-13%	4%	?
Cc1ccc(S(=O)(=O)N2CCOCC2)cc1NC(=O)CSc1ncccn1	/	-20	/	/	/	-0.3%	4	11	/	0%	0
Cc1cccc(NC(=O)c2cc(S(=O)(=O)N3CCc4ccccc43)cn2C)c1	/	-4	/	-1%	0	0.0%	17	-3	-1%	1%	1
CN(C)/C=C1/Oc2c(ccc3ccccc23)C1=O	1%	7	-6%	-6%	3	0.0%	-3	0	25%	2%	-2
O=c1c2c3c(sc2nc2n1CCC2)CCCCC3	-3%	5	12%	1%	0	-0.1%	3	-5	7%	1%	14
Cc1cc(Br)ccc1NC(=O)CCS(=O)(=O)c1cccc2nonc12	0%	?	54%[activator]	/	0	-0.6%	-4	16	?	2%	-4
CC(C)=CC(=O)Nc1nnc(-c2cccnc2)s1	4%	3	-2%	-2%	4	-0.7%	2	2	-4%	3%	1
CN(CC(=O)Nc1cccc(F)c1)C(=O)c1ccccc1Sc1ccccc1C#N	/	-8	/	/	/	0.1%	-1	13	/	0%	2
C[n+]1ccccc1/C=C1\Sc2ccccc2N1CCO	-1%	-7	1%	0%[11.5 µM]	-1	-0.1%	-10	-7	5%	1%	-4
COc1ccc(S(=O)(=O)Nc2ccc(S(=O)(=O)Nc3nccs3)cc2)cc1	-3%	-1	4%	13µM*	3	0.2%	-3	8	19%	-1%	0
COc1ccc(NC(=O)C=C(C)C)cc1Cl	9%	-14	18%	-34%	-8	/	-15	3	20%	/	?
COc1cccc(C2C3=C(CC(C)(C)CC3=O)Nc3cc(OC)c(OC)cc32)c1 (stereo unspecified)	1%	-7	-10%	-12%	1	0.0%	-8	9	2%	0%	2
COC(=O)Cn1c(=O)c2c(n(Cc3ccccc3)c1=O)N/C(=C/c1ccc(OC)cc1)C2=O	1%	18	20%	-1%	4	-0.2%	-26	-6	/	4%	1
COc1cc(OC)c(C2=NOC(C(=O)N3CCc4ccccc4C3)C2)cc1Cl (stereo unspecified)	2%	-15	3%	-2%	-11	0.5%	-2	-7	9%	-9%	-3
COCCn1c(C)cc(C(=O)CSc2nc(C)cc(C)c2C#N)c1C	-3%	-16	1%	-10%	0	0.1%	-1	-12	-10%	-1%	4
O=C(Nc1cccc([N+](=O)[O-])c1)C1COc2ccccc2O1 (stereo unspecified)	-1%	-4	5%	3%	-4	-0.7%	-1	-23	?	0%	?
COc1ccccc1NC(=O)Cn1c([N+](=O)[O-])cnc1C	6%	-15	-5%	-1%	3	-1.0%	-28	-18	3%	-1%	2
CCCOc1c(Br)cc(C2C3=C(CCCC3=O)N(C)C3=C2C(=O)CCC3)cc1OC	1%	4	20%	-8%	-11	-0.2%	-4	-14	-8%	0%	7
COc1cccc(C(=O)N2CCN(C(=O)Cc3ccccc3)CC2)c1	4%	?	10%	0%	1	-0.3%	19	-8	-4%	5%	1
CCc1ccc(N(CC)C(=O)c2ccc3c(Cl)c4c(nc3c2)CCC4)cc1	/	-9	8%	0%	1	-0.7%	-1	4	-12%	3%	-6
Cc1ccc(C2C3=C(CC(C)(C)CC3=O)Nc3[nH]c(=S)[nH]c(=O)c32)cc1 (stereo unspecified)	-5%	-7	2%	-5%	3	0.0%	-1	7	-26%	0%	4

An excerpt (hit frequency here may not be typical).
